High-throughput results: PubChem, National Center for Advancing Translational Sciences (NCATS)
D1 agonist: activates the human D1 dopamine receptor; HEK293 T-REx D1 cells, calcium flux, agonist mode; activation, % at 2 µM; 1% of 360,000 active; also: 0% is about no effect
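Agonism was scored from calcium flux recorded over 180 s (1 read/s) after pintool compound addition, following a 10-cycle baseline. Cells were inducible force-coupled HEK293 TREx D1, plated overnight at 30 C and loaded with no-wash calcium dye.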
D1 potentiator: potentiators of human D1 dopamine receptor. P21728. HEK293 TREx D1 cells, calcium flux, dopamine EC20 potentiation. potentiation, % at 10 µM. 0.036% of 360,000 active. AID 504651; in the data active = potentiation above about 30%; also: 0% is about no effect
D1 antag: antagonists of human D1 dopamine receptor | P21728 | HEK293 TREx D1 cells, calcium flux, dopamine EC80; stronger effect = lower value | activity change, negative = inhibition, % at 10 µM | 3.2% of 360,000 active | AID 504652; in the data active = activity change below about -30%; also: % is scaled to controls: 0 for no effect and ±100 for the full control effect
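Allosteric or orthosteric antagonism assessed as attenuation of the calcium response to EC80 dopamine, added 180 s after compound, in induced HEK293 Trex D1 cells loaded with no-wash calcium dye.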
TRHR agonist: agonists of human TRH receptor; activation, % at 2 µM; P34981; 0.18% of 360,000 active; AID 493084; TRHR cells, calcium flux fluo-8, FDSS agonist mode; also: 0% is about no effect
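Fluo-8-loaded TRHR cells; 10 s baseline, compound added, kinetic Ca2+ fluorescence read 1/s, agonist mode.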
D2 agonist: D2 dopamine receptor (human) agonism. activation, % at 2 µM. 0.53% of 340,000 active. P14416. HEK293 T-REx D2 cells, calcium flux agonist mode;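 active = activation over 3 SD above normal in the single-dose calcium agonist read, cut at about 30% in these data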; also: 0% is about no effect
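Tetracycline-induced HEK293 T-REx cells with force-coupled D2 receptor, plated overnight at 30 C, loaded with no-wash calcium dye. After a 10 s baseline, compound was pin-added and calcium flux read kinetically for 180 s; calcium rises flagged agonists.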
D2 antag: antagonists of human D2 dopamine receptor; HEK293 TREx D2 cells, calcium flux, dopamine EC80; P14416; 2% of 340,000 active; inhibition, % at 10 µM; in the data active = inhibition above about 30%; also: 0% is about no effect
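Overnight-induced (tetracycline, 30 C) HEK293 T-REx cells carrying force-coupled D2 receive a no-wash calcium dye, then compound, then EC80 dopamine at 180 s; signals are read kinetically throughout.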
D2 PAM: D2 dopamine receptor (human) potentiation; 0.34% of 340,000 active; P14416; AID 485347; potentiation, % at 10 µM; HEK293 T-REx D2, calcium flux, EC20 dopamine potentiation;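 active = potentiation over 3 SD above the plate norm, cut at about 30% in these data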; also: 0% is about no effect
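Calcium flux readout, no-wash dye, 1 read/s. Inducible HEK293 Trex D2 line, overnight 30 C. Compound alone 180 s (agonist flags), then EC20 dopamine, another 180 s to score potentiation.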
RXFP1 antag: blocks the human relaxin receptor RXFP1. HEK293-RXFP1, relaxin-stimulated cAMP HTRF, 30 min; stronger effect = lower value. activity change, negative = inhibition, % at 57.5 µM. 0.59% of 350,000 active. AID 1259400;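 active = activity change of -60% or lower, but not beyond a set lower limit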; also: % is scaled to controls: 0 for no effect and ±100 for the full control effect
Target sequence (Q9HBX9 whole entry, looked up): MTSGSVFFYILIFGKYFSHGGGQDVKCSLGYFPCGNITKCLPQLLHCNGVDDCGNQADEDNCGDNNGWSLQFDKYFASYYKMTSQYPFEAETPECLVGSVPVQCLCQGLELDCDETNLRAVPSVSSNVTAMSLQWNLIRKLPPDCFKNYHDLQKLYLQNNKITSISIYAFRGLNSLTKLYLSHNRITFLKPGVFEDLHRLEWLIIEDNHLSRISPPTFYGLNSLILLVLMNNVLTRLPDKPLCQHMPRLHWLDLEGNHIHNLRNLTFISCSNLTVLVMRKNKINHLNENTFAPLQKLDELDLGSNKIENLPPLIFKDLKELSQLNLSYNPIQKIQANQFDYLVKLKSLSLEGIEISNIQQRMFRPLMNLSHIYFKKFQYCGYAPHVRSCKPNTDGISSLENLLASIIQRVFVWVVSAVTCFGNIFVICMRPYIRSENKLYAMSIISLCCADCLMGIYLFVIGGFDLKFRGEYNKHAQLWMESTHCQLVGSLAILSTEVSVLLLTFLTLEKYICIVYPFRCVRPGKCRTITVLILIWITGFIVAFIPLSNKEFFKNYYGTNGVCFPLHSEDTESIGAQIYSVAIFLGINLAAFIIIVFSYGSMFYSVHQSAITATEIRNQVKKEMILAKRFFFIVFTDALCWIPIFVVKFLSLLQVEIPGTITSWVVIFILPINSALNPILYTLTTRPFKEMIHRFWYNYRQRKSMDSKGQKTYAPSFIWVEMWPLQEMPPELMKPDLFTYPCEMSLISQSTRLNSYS
TRHR enhancer: allosterically enhances the human TRH receptor; P34981; TRHR cells, fluo-8 calcium fluorescence, EC20 TRH enhancement; enhancement, % at 2 µM; 0.66% of 360,000 active; in the data active = enhancement above about 30%; also: 0% is about no effect
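TRHR-expressing cells loaded with fluo-8 calcium dye were read kinetically (ex 480/em 530) during compound addition, then stimulated with an EC20 of TRH (10 nM final). Enhancement of the Gq-mediated intracellular calcium response was scored.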
* hit, by the source's call; nt = no result given. Rule as the data show it, unless noted: active = activation above about 30%; inactive = the rest.

Values run as follows: D1 agonist	D1 potentiator	D1 antag	TRHR agonist	D2 agonist	D2 antag	D2 PAM	RXFP1 antag	TRHR enhancer
CCCCN(C(=O)CSc1nncn1-c1ccccc1)c1c(N)n(Cc2ccccc2)c(=O)[nH]c1=O
→ 1.4	-4.3	3.5	0.5	0.1	1.3	5.2	-3.6	-5.2
COc1ccc(NCC(O)Cn2cnc3c2c(=O)n(C)c(=O)n3C)cc1 (centres undefined)
→ 1.9	4.5	6.1	-0.1	0.3	2.3	-1.6	8.7	29.7
CCn1cc(C(=O)NCc2ccccc2)c(=O)c2cc(S(=O)(=O)N3CCCCC3)ccc21
→ 1.4	1.8	1.2	-1.2	-0.2	nt	1.2	-2.5	2.2
CC(=O)c1ccc(N2C(=NC(=O)CCc3ccccc3)SC3CS(=O)(=O)CC32)cc1 (centres undefined)
→ 1.3	-1.0	-13.1	0.0	-0.1	11.9	-7.1	3.9	-0.4
O=c1ccc(-c2ccc(S(=O)(=O)N3CCCCC3)o2)n[nH]1
→ 2.0	-3.2	-6.5	1.6	0.0	-12.0	16.8	12.5	4.9
O=C(Nc1cccc(Cl)c1)c1ccc2nc(CCc3ccccc3)oc2c1
→ 11.4	-0.8	-14.1	0.8	1.7	nt	-3.5	-12.9	3.7
CN(C)S(=O)(=O)c1ccc(C(=O)OCc2nnc(-c3ccccc3)o2)cc1
→ 8.6	3.8	-17.1	0.1	0.2	-15.0	6.1	-9.0	2.8
COc1ccc(-c2[nH]nc3c2C(c2ccccc2OC(=O)N2CCOCC2)C(C#N)=C(N)O3)cc1 (centres undefined)
→ 0.9	-7.2	-5.0	-2.8	0.8	17.9	nt	18.0	3.7
Cn1nccc1C(=O)N1CCCC(C(=O)c2ccc(C(F)(F)F)cc2)C1 (centres undefined)
→ 4.2	-3.7	-5.4	0.2	-0.2	0.4	4.4	-7.1	4.9
Cn1nnnc1SCc1cn2cccnc2n1
→ -1.7	-0.1	15.8	0.9	0.6	-9.0	12.5	2.0	-0.4
CCOc1ccc(NC(=O)c2c(NC(=O)c3ccco3)sc3c2CCC(C(C)(C)C)C3)cc1 (centres undefined)
→ -0.3	-1.9	10.9	-0.4	-0.1	nt	4.6	4.8	4.6
O=C(/C=C/Nc1ccccc1O)c1ccco1
→ 4.8	1.1	-13.5	0.8	1.1	-5.9	4.7	-24.0	-0.6
O=C(c1cc(COc2ccc(F)cc2Cl)on1)N1CCCCCCC1
→ 0.7	-5.3	0.6	-0.1	-0.7	-3.6	9.8	-11.9	4.4
Cc1[nH]n(-c2cccc3ccccc23)c(=O)c1C=Nc1ccc2[nH]c(=O)[nH]c2c1
→ 2.2	2.5	-3.5	-0.2	0.1	-21.0	-3.0	-9.1	-4.1
Cc1cc(F)ccc1S(=O)(=O)Nc1ccccc1C(=O)NC1CCN(Cc2ccccc2)CC1
→ 22.6	-9.8	-17.9	1.8	1.0	26.3	-17.5	-6.4	0.2
CC1(N2CCOCC2)C(=O)c2ccccc2C1=O
→ 1.5	-1.0	11.6	0.3	1.1	-5.1	9.6	-7.7	5.0
CC(=O)c1ccc(OCC(O)CN2CCN(CCO)CC2)cc1 (centres undefined)
→ -1.3	10.4	-0.9	0.3	1.3	-4.3	8.2	nt	2.2
CN(C)c1ccc(C(C(=O)NC2CCCC2)N(C(=O)c2ccco2)C2CC2)cc1 (centres undefined)
→ 2.0	-0.9	4.1	-1.0	-0.3	-7.5	6.5	5.8	2.1
CCC(=O)N1CCc2cc(S(=O)(=O)NCCC(=O)NC3CCCCCC3)ccc21
→ -0.6	-11.3	-10.8	-0.4	0.0	3.1	-6.4	2.4	-3.4
COC(=O)Nc1nn(Cc2ccccc2F)cc1Br
→ 0.7	-3.5	-11.5	-0.1	0.3	-10.9	0.4	16.7	16.3
COc1ccc(OC)c(S(=O)(=O)n2c([N+](=O)[O-])cnc2C)c1
→ 4.0	0.7	0.6	0.7	nt	0.7	1.6	1.7	2.7
CCCS(=O)(=O)Nc1ccc(-c2ccc3nnc(C)n3n2)cc1
→ 2.0	-2.0	-10.5	0.3	-0.1	-3.5	-3.6	nt	-7.9
COc1ccccc1N=C1SC(C(=O)Nc2ccc(F)cc2)CC(=O)N1C (centres undefined)
→ 1.3	-2.6	7.8	1.0	0.1	-12.2	9.4	1.7	3.2
Cc1ccccc1C(=O)NCC(=O)NNC(=S)NC(=O)c1ccccc1C
→ 3.7	-1.4	-16.5	0.8	0.4	0.7	-2.5	-9.1	0.0
O=C1C2C3C=CC(C3)C2C(=O)N1c1ccccc1OS(=O)(=O)c1ccccc1 (centres undefined)
→ -0.1	-4.7	18.7	1.1	0.5	3.5	6.4	-6.1	1.0
CCOC(=O)Cn1c(=NC(=O)C(C)C)sc2c(C)cc(C)cc21
→ 0.1	-5.5	6.8	-1.1	-1.8	1.5	2.5	-26.1	7.8
COc1cc(/C=C(/C#N)c2nc3ccccc3[nH]2)ccc1OCC(=O)Nc1ccccc1C
→ 0.6	-1.3	-0.1	0.4	22.4	-2.9	6.2	0.4	0.1
COc1ccc(OC)c(-c2nc(C(=O)NCC3CCCO3)cc3c2[nH]c2ccccc23)c1 (centres undefined)
→ 2.9	-2.3	-6.4	-0.5	-1.1	-11.2	-21.5	nt	8.5
O=[N+]([O-])c1ccc(O)c2cccnc12
→ 1.6	-3.2	2.6	0.1	-0.5	-16.3	10.9	12.8	3.1
Cc1cccc(N2C(=O)C3CCCN3C2=S)c1C (centres undefined)
→ 5.1	nt	-0.8	-0.1	-0.1	8.1	8.5	4.5	-4.0
N#Cc1cccc(NC(=O)COC(=O)c2cccc(N3C(=O)c4ccccc4C3=O)c2)c1
→ 5.0	0.9	-8.2	0.2	0.0	-0.3	-9.6	-12.4	-2.1
COc1cc([C@@H]2c3cc4c(cc3[C@H](O)[C@H]3COC(=O)[C@H]23)OCO4)cc(OC)c1OC
→ 2.9	-1.9	-19.1	0.6	1.4	2.0	-7.9	-1.4	-5.5
COc1ccc(OCC(=O)Nc2c3c(nn2C(C)(C)C)CS(=O)(=O)C3)cc1
→ 4.2	-2.9	8.5	0.1	1.5	-6.7	6.9	4.4	5.0
CCN1C(=O)[C@H]2[C@@H](c3ccc(-c4ccc(Cl)c(Cl)c4)c(OC)c3)N[C@@](Cc3ccccc3)(C(=O)OC)[C@H]2C1=O
→ 4.5	0.9	14.0	0.6	0.2	12.7	10.9	nt	-3.2
Cc1ccc(-c2oc3ccccc3c(=O)c2OCC(=O)O)cc1
→ 3.5	5.6	8.1	1.5	1.3	-1.5	-4.5	17.4	2.2
C=CCN1C(=O)C2(OCCCO2)c2ccccc21
→ 5.3	12.1	3.2	-0.4	-1.7	11.5	15.8	2.9	4.0
COc1ccc(NC(=O)c2ccc(NC(=O)C3CC3)cc2)cc1
→ 5.0	-0.2	-18.9	0.4	-0.1	1.3	0.8	-12.9	-2.1
COC(=O)c1c(NC(=O)c2cccc([N+](=O)[O-])c2)sc(C(N)=O)c1C
→ -0.4	-2.9	0.3	0.4	-0.3	1.4	-6.4	-1.3	-7.0
O=C(CN1C(=O)CCOc2ccccc21)Nc1cccc(S(=O)(=O)N2CCOCC2)c1
→ 1.7	1.7	-19.5	0.3	-0.7	-14.8	3.1	-2.0	1.1
Oc1ccccc1NCC(O)Cn1ccc2ccccc21 (centres undefined)
→ 5.5	-1.6	-22.1	7.6	-0.6	-10.6	-2.4	-12.2	11.0

3 consecutive compounds already listed, for reference:
Values run as follows: D1 agonist	D1 potentiator	D1 antag	TRHR agonist	D2 agonist	D2 antag	D2 PAM	RXFP1 antag	TRHR enhancer
COc1ccc(OC)c(S(=O)(=O)n2c([N+](=O)[O-])cnc2C)c1
→ 4.0	0.7	0.6	0.7	nt	0.7	1.6	1.7	2.7
CCCS(=O)(=O)Nc1ccc(-c2ccc3nnc(C)n3n2)cc1
→ 2.0	-2.0	-10.5	0.3	-0.1	-3.5	-3.6	nt	-7.9
COc1ccccc1N=C1SC(C(=O)Nc2ccc(F)cc2)CC(=O)N1C (centres undefined)
→ 1.3	-2.6	7.8	1.0	0.1	-12.2	9.4	1.7	3.2

New compounds follow:
Values run as follows: D1 agonist	D1 potentiator	D1 antag	TRHR agonist	D2 agonist	D2 antag	D2 PAM	RXFP1 antag	TRHR enhancer
COc1ccccc1CNS(=O)(=O)c1cc(CN2C(=O)c3cccnc3C2=O)ccc1OC
→ 0.4	-5.0	5.7	0.1	0.4	6.7	16.7	5.9	3.6
CCOC(=O)c1[nH]c2c(c1C)C(=O)CC(c1ccc(N(C)C)cc1)C2 (centres undefined)
→ 0.2	10.6	-11.5	-0.2	-0.9	16.1	-5.9	-22.0	-1.8
O=C(NCc1ccco1)c1ccccc1-c1nc(-c2ccccc2)no1
→ 1.7	-18.8	3.0	1.8	-0.4	-5.1	20.3	3.1	-2.3
CCOC(=O)c1ccc(NS(=O)C23CC4CC(CC(C4)C2)C3)cc1 (centres undefined)
→ 1.2	-1.2	-5.1	0.4	0.7	-1.4	6.8	-4.7	-2.8
Cc1nn(-c2ccc(N3CCCCC3)nn2)c(C)c1CCC(=O)Nc1ccc(F)cc1
→ 1.1	4.0	8.8	-0.8	0.0	-3.2	-1.8	-0.1	1.1
Cc1cc(C(=O)Nc2cccc3ccccc23)c(C)o1
→ -1.2	3.0	7.4	-0.8	-0.6	19.6	-3.1	-11.7	-3.4
O=C(Nc1ccccc1)OCc1cncs1
→ 7.2	-6.0	18.1	0.3	-0.2	-2.0	6.9	2.9	-14.5
Cc1cc2ccccc2c(=O)n1CC(=O)N1CCN(c2cccc(Cl)c2)CC1
→ 0.3	-3.8	3.4	-1.0	0.6	20.3	-18.5	5.3	-2.1
CCn1c(CCNS(=O)(=O)c2ccccc2Br)nnc1SC
→ 0.8	-7.2	17.6	1.8	1.2	-21.6	-3.1	-1.1	-3.1
NC1=NC(c2ccc(Cl)cc2)C(C(=O)c2ccccc2)N1 (centres undefined)
→ 0.6	-0.8	-2.1	0.0	0.0	1.0	-1.3	1.3	-0.6
COc1ccc(C(=O)C2CCCN(Cc3ccc(Sc4nncn4C)o3)C2)cc1F (centres undefined)
→ 0.6	-2.0	-5.2	0.4	-0.5	-8.0	-4.3	-2.5	-3.5
COc1ccc(CCNC(=O)c2ccc3c(c2)N(Cc2ccc(Cl)cc2)C(=O)c2ccccc2S3)cc1OC
→ 3.7	-2.5	-12.5	1.1	nt	nt	6.4	-7.1	-3.2
O/N=C/c1ccc(-c2cc(Cl)ccc2Cl)o1
→ 0.6	0.8	-13.2	0.0	-0.4	-15.6	-3.0	27.5	2.4
O=C(c1ccccc1)c1nn(-c2cccc(Cl)c2)ccc1=O
→ 2.8	-11.4	3.0	-1.3	-1.2	-2.4	4.9	-14.7	0.9
O=C(Nc1cccc(S(=O)(=O)N2CCCCC2)c1)C1CC(=O)N(c2ccc3c(c2)OCCO3)C1 (centres undefined)
→ 2.0	-5.2	-13.3	0.1	0.1	17.8	2.3	-5.5	6.0

Reformatted with tabs: entries from further up.
structure	D1 agonist	D1 potentiator	D1 antag	TRHR agonist	D2 agonist	D2 antag	D2 PAM	RXFP1 antag	TRHR enhancer
O=C(NCc1ccco1)c1ccccc1-c1nc(-c2ccccc2)no1	1.7	-18.8	3.0	1.8	-0.4	-5.1	20.3	3.1	-2.3
CCOC(=O)c1ccc(NS(=O)C23CC4CC(CC(C4)C2)C3)cc1 (centres undefined)	1.2	-1.2	-5.1	0.4	0.7	-1.4	6.8	-4.7	-2.8
Cc1nn(-c2ccc(N3CCCCC3)nn2)c(C)c1CCC(=O)Nc1ccc(F)cc1	1.1	4.0	8.8	-0.8	0.0	-3.2	-1.8	-0.1	1.1
